PolyA inh = polyadenylation inhibitors in yeast reporter cells, primary screen, luminescence, S. cerevisiae; S. cerevisiae SKY197-pL101 polyadenylation reporter, beta-gal luminescence; efflux-impaired pdr1/pdr3 knockout yeast; score 100 = 6 SD above DMSO; AID 1875, 2009; calls only at 12 µM; hit rate 0.02% among 300,000;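 active = lowest replicate activity score at least 50, where 100 means six control SD above control mean; inconclusive = lowest score under 50 but half or more replicates reach 50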;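 also: yeast exposed to compound for 9 h at 30 °C; higher score means more reporter readthrough which indicates perturbed polyadenylation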
AI-2 QS modul = Vibrio harveyi AI-2 quorum sensing modulators, primary screen, JMH597 strain, luminescence/OD600 ratio | Vibrio harveyi JMH597 AI-2 luminescence/OD600 ratio, 9 h; hits give low values; strain lacks LuxN and CqsS sensors; 0 = neutral-control median | activity change, % at 7.5 µM | hit rate 0.4% among 300,000; in the data active = activity change below about -75%, passing the limit was not always enough; inconclusive = no clear call, values can overlap the other calls;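 also: luminescence divided by OD600 gain over 9 h not by final OD600 alone; inactives centre near 13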
HSF1 inh = HSF1 inhibitors in luciferase reporter cells, primary screen, cell-based, NIH3T3, luminescence; NIH3T3-HGL HSE-luciferase, MG132-induced, luminescence 8 h; hits give low values; activity change, negative = inhibition, % at 7.5 µM (by protocol); hit rate 0.77% among 300,000; AID 2098, 2009;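 active = more than half of replicate wells show activity change below -50%, luminescence cut by over half; inconclusive = some wells, but at most half, below -50%; inactive = no replicate well below -50%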;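 also: luciferase reports HSF-1 transcriptional activity via heat shock element; 0% = median of DMSO wells and -100% = zero luminescence signal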
HSF1 activator = HSF-1 activators, primary screen, NIH3T3-HGL cells, MG132 stress, luminescence, single point; activation, % at 9 µM; AID 504408, 2011; hit rate 1.7% among 300,000; NIH3T3-HGL HSF-1 luciferase reporter, 8 h; 100% = twice DMSO control signal;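 active = mean replicate activation of at least 50% with a set share of replicates each reaching 50%; inconclusive = only one of those two conditions met; inactive = mean below 50% and too few replicates reaching it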;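 also: 0% = median of the neutral control wells and 100% = twice that signal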
GSK3beta inhib = human GSK3beta kinase inhibitors, primary screen, biochemical, cell-free homogeneous, HTS; GST-GSK3beta kinase, ADP-Glo luminescence, 60 min; hits give low values; activity score (negative = inhibition), % at 10 µM; hit rate 0.038% among 300,000; AID 2097, 2009;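 active = more than half of replicate wells score below -50%, meaning over 50% inhibition versus plate controls; inconclusive = some replicates but at most half score below -50%; inactive = no replicate scores below -50%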;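 also: 0% = median DMSO wells and -100% = median GW8510 positive control wells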
Target sequence (P49841 whole entry, looked up): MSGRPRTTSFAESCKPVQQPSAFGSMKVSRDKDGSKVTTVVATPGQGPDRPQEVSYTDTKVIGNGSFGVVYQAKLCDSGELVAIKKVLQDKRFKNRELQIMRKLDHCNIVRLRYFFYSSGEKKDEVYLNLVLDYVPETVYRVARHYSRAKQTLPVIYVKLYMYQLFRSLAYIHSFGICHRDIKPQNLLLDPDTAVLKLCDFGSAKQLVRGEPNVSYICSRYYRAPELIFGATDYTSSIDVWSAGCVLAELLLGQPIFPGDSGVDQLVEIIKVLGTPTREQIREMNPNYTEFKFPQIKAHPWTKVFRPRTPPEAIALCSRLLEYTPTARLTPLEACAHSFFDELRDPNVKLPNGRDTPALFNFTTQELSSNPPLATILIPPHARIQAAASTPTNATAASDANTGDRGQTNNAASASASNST
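test system = GST-tagged human GSK3beta kinase, cell-free | reagent = 25 µM ATP with peptide substrate | dosing = one dose of 10 µM per compound | schedule = 60 min reaction, RT | detection = luminescent ADP-Glo measurement of ADP formed | control set = DMSO neutral wells and GW8510 at 20 µM as positive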
IEC-6 tox = cytotoxicity in IEC-6 intestinal epithelial cells, primary screen, cytotoxicity control for KLF5 inhibitor project, cell-based, luminescence | IEC-6 cytotoxicity, luminescence viability | inhibition, % at 5 µM | hit rate 0.78% among 290,000; in the data active = inhibition above about 22%;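 also: 0% = plate median of test compound wells and 100% = cytotoxic reference compound wells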
aSyn 5UTR inh = MLPCN primary screen, SNCA 5' untranslated region; alpha-synuclein 5'UTR reporter, inhibitor activity; inhibition, % (tested at 7.5 µM); hit rate 0.82% among 300,000; AID 1813, 2009; in the data active = inhibition above about 60%; inconclusive = no clear call, values can overlap the other calls;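 also: H4 neuroglioblastoma cells stably carrying SNCA 5'UTR luciferase fusion; 0% = DMSO wells and 100% = positive control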
KLF5 inh = KLF5 expression inhibitors, primary screen, DLD-1 cells, luminescence; DLD-1 KLF5 promoter-luciferase reporter; inhibition, % at 5 µM; hit rate 0.23% among 290,000; AID 1700, 2009;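 active = inhibition above a per-plate limit of that plate's mean compound inhibition plus 3 SD, cut at about 60% in these data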;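 also: 0% = DMSO wells and 100% = LY294002 at 200 µM; higher means less KLF5 promoter-driven luciferase light; inactives centre near -14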
HSP90 refold inh = HSP90 inhibitors, primary screen, cell lysate, luminescence; Heat shock protein HSP 90 (rabbit reticulocyte lysate; luciferase refolding); Rabbit reticulocyte lysate, luciferase refolding luminescence, 3 h; inhibition, % at 5.6 µM; hit rate 0.91% among 290,000;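 active = inhibition above the screen-wide mean plus 3 SD, computed separately per campaign, cut at about 16% in these data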;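 also: 0% = DMSO wells and 100% = 60 µM geldanamycin wells; inhibitors lower the luminescence because luciferase stays unfolded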
GSK3 alpha inh = blockers of GSK3A enzyme activity – biochemical, luminescence, cell-free homogeneous, HTS, primary screen | Glycogen synthase kinase-3 alpha (Homo sapiens), P49840 | GSK-3 alpha kinase, ADP-Glo luminescence, 60 min | inhibition, % at 10 µM | hit rate 0.1% among 320,000 | AID 2650, 2010;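 in the data active = inhibition above about 50%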;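 also: GST-tagged GSK-3 alpha with peptide substrate and 25 µM ATP; 0% = DMSO neutral wells and 100% = GW8510 positive control wells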
Target sequence (P49840 whole entry, looked up): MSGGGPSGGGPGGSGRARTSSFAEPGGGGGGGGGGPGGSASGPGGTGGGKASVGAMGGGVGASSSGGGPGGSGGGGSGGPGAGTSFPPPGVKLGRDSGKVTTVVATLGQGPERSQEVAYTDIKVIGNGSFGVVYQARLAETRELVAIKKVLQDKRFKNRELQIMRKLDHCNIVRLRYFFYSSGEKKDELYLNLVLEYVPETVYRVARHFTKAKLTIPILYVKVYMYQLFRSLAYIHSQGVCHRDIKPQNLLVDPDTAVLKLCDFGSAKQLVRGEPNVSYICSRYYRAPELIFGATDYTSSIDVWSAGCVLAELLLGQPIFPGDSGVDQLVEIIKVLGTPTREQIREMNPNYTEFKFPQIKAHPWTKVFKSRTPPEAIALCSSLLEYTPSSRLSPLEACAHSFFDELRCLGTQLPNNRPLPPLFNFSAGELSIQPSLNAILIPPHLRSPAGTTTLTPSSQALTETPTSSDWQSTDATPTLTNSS
Active calls of the source: *; i = inactive; u = inconclusive; x = not tested or not shown. These rows are one share of the data, so the mix of outcomes need not match the whole.

Values run as follows: PolyA inh | AI-2 QS modul | HSF1 inh | HSF1 activator | GSK3beta inhib | IEC-6 tox | aSyn 5UTR inh | KLF5 inh | HSP90 refold inh | GSK3 alpha inh
[1] CC(C)CC(COCc1ccc(Cl)cc1)N1CCN(C(=O)c2cccc(C(F)(F)F)c2)CCC1=O (centres undefined)
    i | 13 | 3 | -15 | 2 | 0 | 14 | -25 | 0 | -4
[2] CCOC(=O)N1CCN(C(=S)Nc2ccc(C)cc2C)CC1
    i | 13 | -69* | -74 | 0 | 5 | 3 | -3 | -2 | x
[3] CCc1ccc(Nc2ncc3c(n2)CC(C)CC3=O)cc1 (centres undefined)
    i | 8 | 20 | 25 | -1 | -9 | -135 | -29 | -3 | -1
[4] COc1ccc(C(=O)OCC(=O)Nc2ccc(Cl)cn2)cc1
    i | 8 | 0 | 9 | 1 | 3 | 1 | -40 | -10 | -2
[5] CC[C@@H](C)C(NC(=O)OC(C)(C)C)c1cn([C@@H](Cc2ccc(O)cc2)C(=O)N2CCN(C(=O)OC(C)(C)C)CC2)nn1 (some centres undefined)
    i | 20 | -7 | -14 | -2 | 2 | 27 | -16 | 12 | -1
[6] N#CCCn1cc(C(N)=O)c(-c2ccc3ccccc3c2)n1
    i | 1 | 2 | 4 | 3 | 6 | 12 | -1 | -1 | 0
[7] Cc1cccc2c(C(=O)Nn3cnnc3)cc(-c3ccccc3Cl)nc12
    i | 13 | 1 | 45 | 2 | 0 | -1 | 10 | 8 | -4
[8] COc1ccccc1CN(C)C(=O)c1cc(-c2cccs2)nc2ccccc12
    i | 29 | -32 | -43 | 0 | 10 | 13 | -10 | 2 | -2
[9] O=C(c1ccc(N2CCOCC2)c([N+](=O)[O-])c1)N1CCCC(C(F)(F)F)C1 (centres undefined)
    i | 22 | -5 | 4 | 1 | x | 10 | x | x | -4
[10] O=C(O)CSc1nnc(-c2ccccc2)c(-c2ccccc2)n1
    i | 49 | -1 | -2 | 0 | 0 | -4 | -16 | -4 | -5
[11] CCOc1ccc(NC(=O)CN(C)C(=O)c2c(C)nn(-c3ccc(F)cc3)c2Cl)cc1OCC
    i | 21 | -6 | 8 | 1 | x | 10 | x | x | -2
[12] CN1C(=O)/C(=C2\SC(N3CCCCCC3)=NC2=O)c2ccccc21
    i | 30 | 13 | 34 | -1 | 0 | -153 | -99 | 2 | -2
[13] CCC(C)NC(=O)NCc1ccccc1F (centres undefined)
    i | 6 | 8 | -16 | -20 | 2 | 1 | -2 | 1 | 1
[14] COc1cc(/C=C2\C(=N)N3N=C(S(C)(=O)=O)SC3=NC2=O)cc(OC)c1OCCOc1ccc(C)cc1
    i | 43 | 15 | 31 | -1 | -2 | 17 | -18 | -1 | -3
[15] O=C(C[n+]1ccccc1)c1ccc(Cl)cc1
    i | 15 | 2 | 9 | 1 | 8 | -9 | -5 | 6 | 0
[16] Cc1cc(C(F)(F)F)nn1CC(=O)N(C)c1ccccc1
    i | 12 | 7 | 1 | -1 | 7 | -8 | -14 | 1 | -3
[17] Cc1ccccc1NC(=O)NC1(C(=O)NCc2ccco2)CCCCC1
    i | 15 | 0 | -20 | 1 | -2 | 14 | 11 | -4 | -1
[18] COc1ccc(N2CC(C(=O)N/N=C/c3ccccc3)CC2=O)cc1 (centres undefined)
    x | 9 | 6 | 12 | 3 | 8 | 25 | -4 | 4 | 1
[19] O=C(c1ccco1)N1CCN(S(=O)(=O)N2CCOCC2)CC1
    i | 29 | 0 | 0 | 0 | 0 | 25 | -16 | -2 | -3
[20] Cc1ccc(-c2nnc(Nc3ccccc3)o2)cc1
    i | 9 | -7 | -25 | 1 | 4 | 56 | -24 | 36* | -7
[21] CC1CC(C)CN(c2ccc(-n3cnnn3)cc2[N+](=O)[O-])C1 (centres undefined)
    i | 1 | 6 | -9 | -3 | 3 | 36 | -30 | -2 | -1
[22] CCOC(=O)c1[nH]c2ccc(Br)cc2c1NC(=O)CCN1CCOCC1
    i | 1 | -7 | 3 | 0 | 0 | 1 | -20 | 0 | -2
[23] CSCc1ccc(C(=O)Nc2cc(C)cc(C)c2)cc1
    i | 1 | 17 | 12 | -1 | 7 | -126 | -21 | 6 | -2
[24] CCOc1ccccc1N(C(=O)c1snc(C(N)=O)c1N)C(C(=O)NC1CCCC1)c1cccs1 (centres undefined)
    i | 15 | 6 | 4 | -2 | 6 | 25 | -20 | 3 | 1
[25] CCOc1ccc2cc(S(=O)(=O)n3ccnc3C)ccc2c1
    i | -4 | -3 | -1 | 5 | 1 | 6 | -9 | 4 | -6
[26] O=C(NCc1ccccc1Cl)c1ccc2ccccc2n1
    i | x | 24 | 31 | x | 8 | -121 | -37 | 4 | -2
[27] COCCNC(=O)c1cccc(OC2CCN(Cc3cccc(SC)c3)CC2)c1
    i | 0 | -1 | 13 | 4 | 2 | 3 | -51 | 1 | -4
[28] O=C(NC1CCCC1)C1CCCN(S(=O)(=O)c2cccc3cccnc23)C1 (centres undefined)
    i | 14 | 3 | 24 | 0 | -2 | 15 | -18 | 2 | -3
[29] C=CCOc1ccc(/C=C2\SC(=S)N(C(C(=O)O)c3ccccc3)C2=O)cc1 (centres undefined)
    i | u | 3 | -2 | -1 | -2 | 21 | -22 | -5 | x
[30] COC(=O)c1sccc1S(=O)(=O)NC(C)c1cnn(-c2ccc(OC)cc2)c1C (centres undefined)
    x | 0 | -2 | 6 | -1 | -4 | -6 | -39 | -2 | 0

(further entries)
Values run as follows: PolyA inh | AI-2 QS modul | HSF1 inh | HSF1 activator | GSK3beta inhib | IEC-6 tox | aSyn 5UTR inh | KLF5 inh | HSP90 refold inh | GSK3 alpha inh
[31] O=C(Nc1cccc(Cl)c1)N(CCCN1CCOCC1)Cc1ccccc1F
    i | -16 | -1 | 16 | -2 | 5 | 4 | -20 | 2 | -1
[32] COC(=O)C1=CN(c2ccc(F)cc2)C=C(C(=O)OC)C1c1ccc(O)cc1
    i | 1 | -2 | -17 | 1 | 8 | 20 | -18 | 0 | -1
[33] CCOc1cc(/C=C2/C(=N)N3N=C(C)SC3=NC2=O)ccc1OS(=O)(=O)c1ccc(C)cc1
    i | 14 | -5 | -4 | 1 | -5 | 9 | 0 | -7 | -3
[34] C=CCn1cccc(C(=O)Nc2ccc(C)c(C)c2)c1=O
    i | -1 | 26 | 45 | -1 | 7 | -124 | -117 | 5 | -3
[35] CN(C)Cc1ccc(F)cc1Sc1ccc(Cl)cc1Cl
    i | -9 | 10 | 17 | -1 | 8 | 13 | -3 | 4 | -1
[36] Cc1csc(=O)n1CCC(=O)OCC(=O)Nc1ccc(Cl)cn1
    i | -7 | -5 | -9 | -15 | x | 3 | x | x | 20
[37] O=C(O)C1(NS(=O)(=O)c2ccc(F)c(Cl)c2)CCCCC1
    i | 11 | 0 | -4 | 2 | -2 | -4 | 3 | 1 | -2
[38] O=C(COc1cccc2cccnc12)N1CCc2ccccc21
    i | 17 | 24 | 38 | 0 | -3 | -60 | -94 | -1 | 1
[39] Cn1c(SCC(=O)N2CCOCC2)nnc1-c1cccc(NC(=O)c2ccccc2F)c1
    i | 10 | 0 | 40 | 0 | -4 | 9 | 19 | 2 | 1
[40] O=C(O)c1ccc(CN2CCOCC2)o1
    i | 14 | 0 | -3 | 0 | 4 | 24 | 12 | 0 | 0
[41] CCOC(=O)NC(CC(=O)O)c1ccc(OC)cc1 (centres undefined)
    i | 3 | -2 | -5 | 0 | 2 | 17 | -28 | -3 | 6
[42] CC(C)OP(=O)(OC(C)C)C(Nc1ccccn1)c1ccc(F)cc1 (centres undefined)
    i | 4 | 5 | 14 | -1 | -4 | 5 | -16 | -1 | -1
[43] N#Cc1nc(-c2ccc(OCc3ccccc3)cc2)oc1NCCCn1ccnc1
    i | 8 | x | x | 0 | 0 | 14 | -19 | -1 | -2
[44] Cc1cccc(OCC(=O)N2CCN(C(=O)c3cccs3)CC2)c1
    i | 8 | -5 | -7 | -1 | 6 | -33 | -27 | -3 | -1
[45] N/C(=N\c1nc2ccccc2o1)NC(=O)c1ccc(F)cc1
    i | 17 | 5 | 3 | -1 | 10 | -132 | -38 | 0 | -2
[46] O=C(NC1CCCc2ccccc21)C1CCN(S(=O)(=O)N2CCCCCC2)CC1 (centres undefined)
    i | 22 | 7 | 0 | 2 | -3 | -2 | -25 | -2 | 0
[47] Cc1cccc(NC(=O)c2ccc(F)c(S(=O)(=O)NCc3ccco3)c2)c1
    i | -7 | 0 | -1 | 0 | -6 | -1 | -15 | 1 | -2
[48] CCOC(=O)c1sc(NC(=O)C(CC)OC(=O)C(CC(C)C)NC(=O)c2ccccc2)nc1C (centres undefined)
    i | -1 | -2 | -6 | 4 | 0 | -7 | -5 | 0 | -1
[49] CCOc1ccc(-c2[nH]ncc2-c2ccc(OC)c(OC)c2)c(O)c1
    x | x | x | x | x | 41* | x | 47 | 0 | 3
[50] O=C(c1ccc(Cl)c(S(=O)(=O)N2CCCCC2)c1)N1CCN(c2ccccc2)CC1
    i | 25 | 6 | -4 | 4 | 0 | 5 | -13 | 1 | -2
[51] CCOc1ccccc1-n1c(CNc2ccc(F)cc2)nnc1SCC(=O)NCc1ccco1
    i | 14 | 4 | -3 | -1 | -4 | 18 | -26 | 4 | 2
[52] CCN(CC1CCCO1)C(=O)C1CCN(C2CCN(Cc3ccccc3C)CC2)CC1 (centres undefined)
    i | -6 | -1 | 8 | 1 | 4 | -16 | 6 | 3 | -1
[53] Cc1nnc(NC(=O)CSc2nc3c(c(=O)n(C)c(=O)n3C)n2C(C)C)s1
    i | 17 | 1 | -5 | -5 | -4 | 14 | -44 | -2 | 2
[54] COC(=O)COc1ccc(/C=C2\SC(=O)N(CC(=O)Nc3ccccc3F)C2=O)cc1
    i | 10 | 1 | 9 | 2 | 2 | 17 | -8 | -2 | 3
[55] COc1ccc(OC)c(C2N(c3ccccn3)C(=O)C3CCCN32)c1 (centres undefined)
    i | -3 | -2 | -9 | 1 | -3 | 14 | -6 | 2 | x
[56] OCCC1CN(Cc2cccc3nccnc23)CCN1Cc1ccc(F)c(F)c1 (centres undefined)
    i | -2 | 6 | 15 | 0 | 1 | -17 | -46 | 0 | -1
[57] CCOC(=O)c1c(NC(=O)CSc2nc3ccc(C)cc3[nH]2)sc2c1CC(C)(C)NC2(C)C
    i | 5 | 11 | 16 | -4 | x | -2 | x | x | 1

From PubChem BioAssay
